Screening data (PubChem BioAssay)
Lipid droplet: hepatic lipid droplet formation modulation; AML12 mouse hepatocytes, oleate lipid droplets, BODIPY imaging; inhibition, % at 6.5 µM; actives 0.4% (n = 240,000);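 active means lipid droplet intensity inhibited by at least 50%, with more than 500 cells counted; inconclusive means wells with under 300 cells, treated as cytotoxic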
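Test system: AML12 mouse liver cells; schedule: overnight exposure; technique: high-content imaging of BODIPY-stained droplets and DAPI nuclei; read-out: % inhibition of corrected integrated BODIPY droplet signal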
T cell modulator: modulates CD8 T cell binding to vesicles; 2C CD8+ T cell-vesicle binding, flow cytometry; active compounds read low; calls only at 7 µM; AID 2052; actives 0.068% (n = 330,000);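 active means response, share of CD8 T cells binding vesicles, and their 90th percentile fluorescence all below set limits, cut at about 80% in these data, passing the limit was not always enough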
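Material: 2C TCR transgenic mouse naive CD8+ T cells, MACS-purified. Also added: QL9-charged Drosophila Ld/ICAM-1/B7-1 vesicles. Timing: binding 1.5 h at 37 °C. Measured by: high-throughput flow cytometry with anti-B7-1 and anti-CD8 staining. Read-out: percent CD8+ FL2 mean versus row control. Controls: Unloaded micro-vesicles (low), QL9 vesicles with 0.7% DMSO (high).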
Myeloid diff MLP: myeloid differentiation induction; actives 1% (n = 360,000); ER-HoxA9 myeloid progenitors, lysozyme-GFP differentiation, flow cytometry; calls only at 10 µM;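 active means normalized GFP-positive differentiation at or above the plate's own cutoff, the solvent-only control mean plus 3 SD; inconclusive means no clear call, values can overlap the other calls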;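 further: cells exposed to compound for four days before flow analysis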
Lipid droplet cells 6.5 µM: also measured in Lipid droplet; calls as there; cell count; measured here: cell count, cytotoxicity flag;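 cells counted across two imaged fields per well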
T cell modulator vesicle-bound %: second read-out of T cell modulator, no call of its own (marks repeat the call); double positive events, %; measured here: CD8+ vesicle-bound cell fraction;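 binding gate set so that unloaded-vesicle control wells show 10% double positive cells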
Myeloid diff MLP GFP+ MAC1+ %: second read-out of Myeloid diff MLP, no call of its own (marks repeat the call); GFP+ MAC1+ double positive, %; measured here: differentiation confirmed by MAC1 staining
* = called active by the depositor; i = inactive; ? = inconclusive; nt = not tested or not shown. A portion of the library; the hit share may differ from the screen's.

No. | smiles | Lipid droplet | Lipid droplet cells 6.5 µM | T cell modulator | T cell modulator vesicle-bound % | Myeloid diff MLP | Myeloid diff MLP GFP+ MAC1+ %
1 | Cc1cc(C)n(C(C)CNS(=O)(=O)c2ccc(C)c(C)c2)n1 (centres undefined) | -6 | 501 | i | 42 | i | 0.6
2 | O=C(c1ccco1)N1CCN(C(=S)Nc2ccc(Br)cc2Cl)CC1 | 16 | 706 | i | 65 | i | 0.0
3 | O=C(NC1CCCc2c1cnn2-c1ccc(F)cc1F)c1csnn1 (centres undefined) | 17 | 897 | i | 2 | i | 3.7
4 | COCCn1c(N2CCCC2)nc2c1c(=O)[nH]c(=O)n2C | -3 | 845 | i | 66 | i | 0.3
5 | CCOc1ccc2ccccc2c1/C=N/NC(=O)c1ccncc1 | -2 | 853 | i | 44 | i | 0.3
6 | O=S(=O)(c1ccccc1F)N1CCCc2ccccc21 | -18 | 839 | i | 45 | i | 0.5
7 | COc1ccc(/C=N/N2C(C)CCCC2C)cc1O (centres undefined) | 6 | 817 | i | 28 | i | 1.2
8 | O=C(CN1C(=O)/C(=C/c2ccc(F)cc2)SC1=S)NC1CCS(=O)(=O)C1 (centres undefined) | 10 | 692 | i | 23 | i | 4.4
9 | O=C1NC2(CCCCCC2)C(=O)N1Cc1ccccc1Br | -18 | 763 | i | 38 | i | 2.3
10 | Cc1ccccc1C(=O)Nc1ccc(N(C)C)c2ccccc12 | -3 | 793 | i | 51 | i | 0.3
11 | O=C(CN(C(=O)CCC(=O)Nc1nccs1)c1ccc(F)cc1)NCc1ccccc1 | 1 | 779 | i | 49 | i | 0.6
12 | Cc1ccc(C(=O)NCCc2c[nH]c3ccccc23)c(C)c1 | -2 | 837 | i | 39 | i | 0.7
13 | CCCC(C)c1nnc(NC(=O)CCS(=O)(=O)c2ccccc2)s1 (centres undefined) | 1 | 800 | i | 22 | i | 0.2
14 | Cc1ccccc1OC(C)C(=O)N1CCN(c2ccccn2)CC1 (centres undefined) | -6 | 726 | i | 16 | i | 1.2
15 | CC(NC(=O)CSc1n[nH]c(N)n1)c1ccccc1 (centres undefined) | 1 | 784 | i | 21 | i | 0.9
16 | CCN(CC)CCCNc1ccc(-c2nnc(-c3ccc(OCC(C)C)cc3)o2)cn1 | -49 | 778 | i | 47 | ? | nt
17 | O=C(c1ccc(F)cc1F)N1CCN(c2ccccn2)CC1 | -4 | 777 | i | 26 | i | 0.5
18 | CCN(CC)CCNC(=O)c1cc2c(=O)n(CC)c3ccccc3c2s1 | -3 | 803 | i | 15 | i | 0.4
19 | CCCN1CCN(C(=O)c2cc3c(s2)-c2ccccc2OC3)CC1 | 0 | 773 | i | 26 | i | 2.0
20 | CCOCCCN(C(=O)c1snc(C(N)=O)c1N)C(C(=O)NCCC(C)C)c1ccc(F)cc1 (centres undefined) | -22 | 791 | i | 28 | i | 0.5
21 | CNc1c(NS(=O)(=O)c2ccc(C3CCCCC3)cc2)c(=O)oc2ccccc12 | -12 | 800 | i | 24 | i | 0.9
22 | CCC(=O)C1CCCN(C(=O)c2ccc(OC)c(OC3CCN(C(C)=O)CC3)c2)C1 (centres undefined) | -7 | 628 | i | 64 | i | 0.3
23 | Cc1cc(O)c(C(=O)/C=C/c2ccccc2Br)c(=O)o1 | -3 | 796 | i | 7 | i | 1.4
24 | COCc1cc(C)nc2sc(C(=O)Nc3ccc(C(=O)OC)cc3)c(N)c12 | 0 | 829 | i | 58 | i | 0.1
25 | O=C(COc1ccc2ccc(=O)oc2c1)Nc1c(Cl)cccc1C(F)(F)F | 1 | 817 | i | 16 | i | 0.9
26 | C=CCOc1c(Br)cc(/C=C2\SC(=Nc3ccccc3)NC2=O)cc1OC | -1 | 794 | i | 58 | i | 0.4
27 | COC(=O)c1c(NC(=O)c2ccc(S(=O)(=O)N3CCOCC3)cc2)sc2c1CCN(C(C)C)C2 | -4 | 745 | i | 45 | i | 1.7
28 | CN(CCOc1ccccc1)CC(O)COc1ccccc1 (centres undefined) | 1 | 858 | i | 56 | i | 1.0
29 | COc1cccc2c1cc1c(=O)n(CC(=O)NCCCc3ccccc3)nc(C)n12 | -24 | 688 | i | 25 | i | 5.9
30 | Cc1csc2nc(SCC(=O)Nc3ccccc3F)[nH]c(=O)c12 | -4 | 673 | i | 53 | i | 0.7
31 | O=c1[nH]c2ccccc2nc1Cc1ccc(Cl)cc1 | -61 | 784 | i | 42 | i | 2.7
32 | CCCc1c(O)nc(SCC(=O)N2CCCCC2)[nH]c1=O | -1 | 843 | i | 52 | i | 0.9
33 | Cc1ccc(OCCn2ncc3ccccc3c2=O)c(C)c1 | -5 | 839 | i | 13 | i | 1.0
34 | CCOc1ccc(C(=O)N2CCC3(CC2)NCCc2[nH]cnc23)cc1OCC | -9 | 699 | i | 18 | i | 4.3
35 | CCOC(=O)C1CCCN(C(=O)/C(=C/c2ccco2)NC(=O)c2ccccc2)C1 (centres undefined) | -4 | 759 | i | 15 | i | 0.5
36 | COc1ccc(C(=O)/C=C/c2cccnc2)c(OC)c1 | -13 | 803 | i | 35 | ? | nt
37 | O=C(CN1C(=O)c2ccccc2C1=O)NC1CCCCCC1 | -3 | 811 | i | 15 | i | 0.6
38 | COC(C(=O)Nc1ccnn1C1CCN(Cc2nccs2)CC1)c1ccccc1 (centres undefined) | 3 | 791 | i | 24 | i | 0.5
39 | Cc1ccc(C(=O)Nc2ccc(S(=O)(=O)Nc3cnc4ccccc4n3)cc2)cc1 | 4 | 804 | i | 43 | i | 1.5
40 | Cc1cccc(C)c1NC(=O)CN(C)C(=O)c1ccccc1C(=O)N(C)Cc1ccccc1 | 8 | 626 | i | 28 | i | 7.3
41 | CC(=O)c1ccc(OCCNS(=O)(=O)c2ccc(-n3cnnn3)c(C)c2)cc1 | -9 | 706 | i | 32 | i | 1.6
42 | COc1ccc(S(=O)(=O)N(CC(=O)NN=C2CCN(C)CC2)c2ccc(C)cc2)cc1OC | -8 | 669 | i | 21 | i | 0.7
43 | CC(/C=N/NC(=O)c1nnn(-c2nonc2N)c1C(C)C)=C\c1ccco1 | -3 | 702 | i | 32 | ? | nt
44 | CN(C)S(=O)(=O)c1ccc(Cl)c(NC(=O)CN2C(=O)NC3(CCCC3)C2=O)c1 | -6 | 744 | i | 50 | i | 0.9
45 | O=C(NNC(=O)c1c(O)c2ccccc2[nH]c1=O)c1ccccc1 | 10 | 768 | i | 9 | i | 1.0
46 | COc1ccc(C(=O)N2CCN(c3ccccc3)CC2)cc1S(=O)(=O)N1CCOCC1 | 2 | 844 | i | 32 | i | 1.9
47 | CC(Oc1ccc(Cl)cc1)C(=O)N(C)CC(=O)Nc1ccc(N2CCOCC2)cc1 (centres undefined) | 4 | 875 | i | 17 | i | 1.8
48 | CN(C)c1ccc(NC(=O)CN2CCC(NC(=O)C3CCCCC3)CC2)cc1 | -1 | 708 | i | 52 | i | 0.0
49 | COc1ccc(C(C)(C)C)cc1NC(=O)c1cccc(S(=O)(=O)N2CCN(C(C)=O)CC2)c1 | -23 | 745 | i | 24 | i | 0.4
50 | CC(CCN1CCN(CCO)CC1)c1ccccc1 (centres undefined) | 1 | 796 | i | 54 | i | 0.2
51 | O=C(CCN1C(=O)/C(=C/c2ccc(Cl)cc2)SC1=S)Nc1ccc(C(=O)O)cc1 | -21 | 726 | i | 67 | i | 0.9
52 | COc1ccccc1CCN1CCCC(CN(C)C(=O)c2ccco2)C1 (centres undefined) | -1 | 745 | i | 3 | i | 1.7
53 | Nc1cc(=O)[nH]c2nnc(SCC(=O)Nc3cccc4ccccc34)n12 | 2 | 495 | i | 13 | i | 3.0
54 | O=C(c1cc(Br)ccc1Cl)N1CCN(c2ncccn2)CC1 | -8 | 765 | i | 21 | i | 0.9
55 | COc1ccccc1C(=O)C1CCCN(C(=O)c2ccc(C(C)=O)s2)C1 (centres undefined) | -8 | 654 | i | 29 | i | 5.0
56 | CC(C)C(=O)Nc1cc2c3c(c1)CCC(=O)N3CCC2 | 4 | 718 | i | 36 | i | 5.0
57 | O=C(NCc1ccccc1)C(c1ccc(F)cc1)N(C(=O)c1csnn1)C1CCCC1 (centres undefined) | -24 | 799 | i | 23 | i | 0.5
58 | O=C(CCC(=O)N(CC(=O)NC1CCCCC1)c1ccc(F)cc1)Nc1ccccn1 | 2 | 771 | i | 26 | i | 0.6
59 | COc1ccc(C(=O)CNc2cccc(F)c2)cc1 | 3 | 853 | i | 12 | i | 0.3
60 | COc1ccccc1C1=NOC(C(=O)N2CCN(C(=O)c3ccco3)CC2)C1 (centres undefined) | -2 | 733 | i | 46 | i | 0.7

The list goes on.
No. | smiles | Lipid droplet | Lipid droplet cells 6.5 µM | T cell modulator | T cell modulator vesicle-bound % | Myeloid diff MLP | Myeloid diff MLP GFP+ MAC1+ %
61 | O=c1[nH]c(C(F)(F)F)nc2ccc3ccccc3c12 | -18 | 739 | i | 38 | i | 2.5
62 | CC1CCN(CC(=O)Nc2nccs2)CC1 | 1 | 834 | i | 56 | i | 1.0
63 | N#CCCN1C(=O)C2(OCCO2)c2ccccc21 | -6 | 424 | i | 27 | i | 0.9
64 | Fc1cc(Br)ccc1COc1ccc(-c2nnco2)cc1 | -6 | 659 | i | 64 | i | 0.7
65 | CCCN1CN=C(NS(=O)(=O)c2ccc(C)cc2)NC1 | 25 | 758 | i | 20 | i | 0.5
66 | CCC(OC(=O)c1ccco1)C(=O)NCc1ccc2c(c1)OCO2 (centres undefined) | -10 | 748 | i | 41 | i | 0.6
67 | CC(=O)Nc1cccc(C(=O)N/N=C/c2cccc(C)n2)c1 | 1 | 828 | i | 30 | i | 0.3
68 | COCCn1c(=O)[nH]c2cc(C(=O)N3CCN(c4cc(C)ccc4C)CC3)ccc2c1=O | 0 | 839 | i | 32 | i | 1.3
69 | COc1ccc(C)cc1NC(=O)CNC(C)C(=O)Nc1ccc(C(C)=O)cc1 (centres undefined) | 1 | 747 | i | 14 | i | 0.9
70 | COc1ccccc1CC(=O)N1CCN(S(=O)(=O)c2cccs2)CC1 | -26 | 665 | i | 46 | i | 0.6
71 | Cc1cccc(Nc2nc(Cl)ncc2F)c1C | -3 | 772 | i | 55 | i | 0.8
72 | CCCNC(=O)CSc1n[nH]c(=O)n1CCc1ccccc1 | -8 | 702 | i | 17 | i | 0.3
73 | COC(=O)C1=C(C)N(C)C(=O)NC1c1c(O)ccc2ccccc12 (centres undefined) | 2 | 789 | i | 17 | i | 0.6
74 | CCCCN(CC)CCNC(=O)c1cc2c(=O)[nH]c3ccc(C)cc3c2s1 | -23 | 796 | i | 9 | i | 0.5
75 | Cc1nc2sccn2c(=O)c1S(=O)(=O)NCCc1ccccc1 | -6 | 688 | i | 41 | i | 1.2
76 | Cc1cccc(C(=O)NC2CCN(CC(=O)NCc3ccccc3F)CC2)c1 | -1 | 795 | i | 19 | i | 3.7
77 | COc1cccc(C(=O)OCCNC(=O)c2cccnc2)c1 | -13 | 856 | i | 28 | i | 0.5
78 | CC(NC(=O)CN(c1ccc(Br)cc1)S(C)(=O)=O)c1ccccc1 (centres undefined) | -18 | 750 | i | 60 | i | 0.1
79 | COC(CN(C)C(=O)c1cn(C)c2ccc(S(=O)(=O)N(C)C3CCCCC3)cc2c1=O)OC | -4 | 728 | i | 38 | i | 3.5
80 | O=c1[nH]c(C2CCCN(S(=O)(=O)c3cccc(F)c3)C2)nc2c1nnn2Cc1ccccc1 (centres undefined) | -2 | 835 | i | 13 | i | 1.3
81 | Cc1ccc(C)c(OCc2cc(C(=O)N3CCc4sccc4C3)no2)c1 | -2 | 672 | i | 16 | i | 0.6
